From PubChem BioAssay
Yeast superoxide: reduction of superoxide in aged yeast, primary screen, HTS. actives 0.18% (n = 330,000). superoxide response (% of plate mean), % at 10 µM. S. cerevisiae aged cells, superoxide DHE fluorescence; hits give low values;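 active = superoxide response under a set limit, about three screen SD below normal, cut at about 65% in these data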;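 also: yeast aged for seven days with compound at 30 °C before DHE staining; 100% = average MFI of all compound-treated wells on the plate with controls excluded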
GLD-1 TGE inh: GLD-1/TGE RNA complex disruptors, primary screen, biochemical, fluorescence polarization; Female germline-specific tumor suppressor gld-1 (Caenorhabditis elegans), Q17339; purified GLD-1 + fluorescein TGE RNA; inhibition, % at 5.96 µM; actives 0.44% (n = 320,000);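 active = percent inhibition above a per-plate cutoff, the plate mean of test compounds plus 3 SD, cut at about 30% in these data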;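 also: 0% = DMSO wells with GLD-1 and probe and 100% = wells lacking GLD-1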
Target sequence (Q17339 whole entry, looked up): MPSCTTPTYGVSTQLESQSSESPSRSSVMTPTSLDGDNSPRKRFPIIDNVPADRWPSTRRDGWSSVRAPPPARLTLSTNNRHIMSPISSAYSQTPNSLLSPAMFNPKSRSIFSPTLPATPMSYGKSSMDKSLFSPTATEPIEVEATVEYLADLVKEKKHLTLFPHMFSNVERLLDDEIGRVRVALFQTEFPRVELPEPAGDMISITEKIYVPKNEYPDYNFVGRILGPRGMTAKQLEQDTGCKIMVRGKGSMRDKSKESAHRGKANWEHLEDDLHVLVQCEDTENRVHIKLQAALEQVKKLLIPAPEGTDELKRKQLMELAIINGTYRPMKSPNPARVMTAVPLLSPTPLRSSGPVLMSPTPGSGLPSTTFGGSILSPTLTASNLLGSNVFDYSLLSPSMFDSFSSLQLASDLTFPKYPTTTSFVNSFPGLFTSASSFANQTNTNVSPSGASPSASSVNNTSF
Bcl-xL primary: inhibitors of human Bcl-xL, primary screen, biochemical, fluorescence polarization, HTS | Bcl-2-like protein 1 (Homo sapiens), Q07817 | GST-Bcl-xL / FITC-Bim BH3 peptide fluorescence polarization | inhibition, % at 10.9 µM | actives 0.7% (n = 320,000);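 active = inhibition above the mean of all tested compounds plus 3 SD, cutoff set per campaign, cut at about 30% in these data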;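 also: 0% = DMSO wells and 100% = unlabeled Bim-BH3 peptide competitor; inhibitors lower millipolarization by displacing the labeled peptide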
Target sequence (Q07817 whole entry, looked up): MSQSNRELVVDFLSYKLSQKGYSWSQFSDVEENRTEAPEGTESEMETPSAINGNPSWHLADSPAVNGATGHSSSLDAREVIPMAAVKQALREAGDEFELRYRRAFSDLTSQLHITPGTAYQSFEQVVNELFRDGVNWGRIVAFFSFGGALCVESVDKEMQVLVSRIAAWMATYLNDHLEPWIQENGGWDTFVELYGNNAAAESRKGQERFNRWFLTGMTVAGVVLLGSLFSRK
VLA-4 inh: inhibition in human VLA-4 binding assay, primary screen, VLA-4 allosteric modulator project, MLPCN library, flow cytometry, VLA-4 expressing cells. ligand binding flow cytometry. actives 0.2% (n = 330,000). inhibition, % (about 7 µM as worked out from the volumes in the protocol); in the data active = inhibition above about 50%
CIT2-GFP yeast: modulators of CIT2-GFP expression in yeast, primary screen, S. cerevisiae, GFP fusion, multiplex flow cytometry, MLPCN library | S. cerevisiae CIT2-GFP strain, 3 h; 100 means same as DMSO wells | GFP response vs DMSO, % at 10 µM | actives 0.065% (n = 320,000) | AID 2029, 2009;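 active = GFP response relative to DMSO above a set limit, near the screen mean plus 3 SD, cut at about 150% in these data; inconclusive = Fewer than 70 cells measured for a yeast strain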;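 also: ratio of well median GFP fluorescence to mean of DMSO wells on the plate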
GRK2 inh: compounds blocking aptamer binding on GRK2 – biochemical, human GRK2, bead flow cytometry, HTS, primary screen | Beta-adrenergic receptor kinase 1 (Homo sapiens), P25098 | FAM-aptamer displacement from GRK2 | inhibition of aptamer binding, % at 10 µM | actives 0.59% (n = 330,000);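 active = inhibition of aptamer binding above 40%, roughly 3 SD of noise, on plates passing a quality check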;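 also: median bead fluorescence of bound FAM aptamer so fluorescent compounds give negative values; no value below 0 was filed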
MEX-5 binding: MEX-5 zinc finger RNA-binding disruptors – biochemical, C. elegans, fluorescence polarization, MLPCN library, primary screen | Zinc finger protein mex-5 (Caenorhabditis elegans), Q9XUB2 | MEX-5/FITC-TCR2 RNA binding; hits give low values | activity score (negative = inhibition of binding), % at 10 µM | actives 0.38% (n = 300,000);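 active = inhibition past about -25% in most replicates, and total fluorescence under double the plate's negative control median, limit read from the data; inconclusive = replicates evenly split on the limit, or fluorescence at least double controls; inactive = too little inhibition in most replicates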;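 also: 0% = DMSO and -100% = 5 µM competing unlabeled TCR2 RNA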
AGP1 TOR yeast: modulators of AGP1-GFP expression in yeast TOR pathway, primary screen, cell-based, multiplex flow cytometry, S. cerevisiae, MLPCN library. 3 h; GFP as percent of DMSO wells. GFP response vs DMSO, % at 10 µM. actives 0.02% (n = 320,000). AID 2066, 2009;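 active = GFP response relative to DMSO above a set limit, near screen average plus 3 SD, cut at about 150% in these data; inconclusive = fewer than 70 cells counted for the yeast strain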;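 also: median GFP channel fluorescence of the gated AGP1 strain per well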
MCL1 BIM primary: inhibitors of MCL1 binding to BIM-BH3, primary screen, biochemical, fluorescence polarization; Induced myeloid leukemia cell differentiation protein Mcl-1 (Homo sapiens), Q07820; GST-MCL1 / FITC-Bim-BH3 fluorescence polarization; inhibition, % at 10.9 µM; actives 0.68% (n = 320,000);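 active = inhibition above the mean inhibition of all tested compounds plus 3 SD, set per campaign, cut at about 40% in these data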;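 also: 0% = DMSO wells and 100% = unlabeled Bim-BH3 peptide control; higher means more loss of mP so more displacement of Bim peptide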
Target sequence (Q07820 whole entry, looked up): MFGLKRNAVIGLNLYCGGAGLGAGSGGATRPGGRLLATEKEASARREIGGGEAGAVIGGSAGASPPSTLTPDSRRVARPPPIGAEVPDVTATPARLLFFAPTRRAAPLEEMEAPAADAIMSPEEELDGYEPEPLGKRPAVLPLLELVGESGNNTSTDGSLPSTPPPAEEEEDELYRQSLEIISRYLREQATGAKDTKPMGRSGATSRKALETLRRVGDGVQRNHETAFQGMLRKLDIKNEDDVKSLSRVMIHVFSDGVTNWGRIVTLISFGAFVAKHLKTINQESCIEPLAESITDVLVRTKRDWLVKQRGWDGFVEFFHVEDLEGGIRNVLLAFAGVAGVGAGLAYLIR
Starred values were filed as active, the others as inactive; [ ] = dose if it differs, or a comment.

Results for Cc1ccc(C(=O)Nc2ccccc2C(=O)O)cc1S(=O)(=O)NC1CCCCC1 ?
Yeast superoxide: 99; GLD-1 TGE inh: 8; Bcl-xL primary: 5; VLA-4 inh: -9; CIT2-GFP yeast: 111; GRK2 inh: 0; MEX-5 binding: 2.7; AGP1 TOR yeast: 102; MCL1 BIM primary: 9

Results for CCCC(=O)OCC(=O)Nc1ccccc1C#N ?
Yeast superoxide: 94; GLD-1 TGE inh: 7; Bcl-xL primary: 3; VLA-4 inh: -2; CIT2-GFP yeast: 115; GRK2 inh: 0; MEX-5 binding: -1.9; AGP1 TOR yeast: 108; MCL1 BIM primary: -3

Results for COc1ccc(C)c2sc(N(CCCN(C)C)C(=O)c3ccc(S(=O)(=O)N4CCc5ccccc5C4)cc3)nc12 ?
Yeast superoxide: 82; GLD-1 TGE inh: 6; Bcl-xL primary: 4; VLA-4 inh: 22; CIT2-GFP yeast: 121; GRK2 inh: 0; MEX-5 binding: -0.2; AGP1 TOR yeast: 93; MCL1 BIM primary: 6

How did COc1cccc(N2CCN(S(=O)(=O)c3ccc(-n4cnnn4)cc3)CC2)c1 do in these assays?
Yeast superoxide: 139; GLD-1 TGE inh: -3; Bcl-xL primary: 5; VLA-4 inh: 14; CIT2-GFP yeast: 110; GRK2 inh: 1; MEX-5 binding: 2.3; AGP1 TOR yeast: 109; MCL1 BIM primary: -1

What do the screens show for `Cc1cc(C(=O)OCC(=O)Nc2sc3c(c2C#N)CCC(C)C3)c2ccccc2n1` (stereo not given)?
Yeast superoxide: 127; GLD-1 TGE inh: 1; Bcl-xL primary: -2; VLA-4 inh: 0; CIT2-GFP yeast: 104; GRK2 inh: 0; MEX-5 binding: -0.7; AGP1 TOR yeast: 100; MCL1 BIM primary: 7

Results for Cc1ccc(S(=O)(=O)N(CC(=O)N/N=C/c2cccc(C)c2)c2cccc3cccnc23)cc1 ?
Yeast superoxide: 92; GLD-1 TGE inh: 4; Bcl-xL primary: 1; VLA-4 inh: -5; CIT2-GFP yeast: 101; GRK2 inh: 1; MEX-5 binding: 1.8; AGP1 TOR yeast: 95; MCL1 BIM primary: 4

Results for CC(C)(C)OC(=O)CNC(=O)c1nc[nH]c1C(=O)NCC(=O)OC(C)(C)C ?
Yeast superoxide: 92; GLD-1 TGE inh: -5; Bcl-xL primary: -1; VLA-4 inh: 13; CIT2-GFP yeast: 88; GRK2 inh: 1; MEX-5 binding: 2.4; AGP1 TOR yeast: 93; MCL1 BIM primary: 6

What do the screens show for `CC(CS(=O)(=O)c1cccc2cccnc12)N1CCCCC1` (stereo not given)?
Yeast superoxide: 103; GLD-1 TGE inh: 40*; Bcl-xL primary: 62*; VLA-4 inh: 1; CIT2-GFP yeast: 118; GRK2 inh: 1; MEX-5 binding: -15; AGP1 TOR yeast: 112; MCL1 BIM primary: 65*

What do the screens show for `Cc1cc(C)nc(SC(C)C(=O)O)n1` (stereo not given)?
Yeast superoxide: 106; GLD-1 TGE inh: 4; Bcl-xL primary: 5; VLA-4 inh: 18; CIT2-GFP yeast: 105; GRK2 inh: 0; MEX-5 binding: -1.8; AGP1 TOR yeast: 105; MCL1 BIM primary: 2

How did Cc1ccc2nc(NC(=O)C3CCCN(S(=O)(=O)c4cccc5nonc45)C3)sc2c1 (stereo not given) do in these assays?
Yeast superoxide: 115; GLD-1 TGE inh: -11; Bcl-xL primary: 4; VLA-4 inh: -32; CIT2-GFP yeast: 110; GRK2 inh: 5; MEX-5 binding: 1.7; AGP1 TOR yeast: 101; MCL1 BIM primary: -4

How did CC(=O)C(c1ccccc1)C(c1ccccc1)C(C)[N+](=O)[O-] (stereo not given) do in these assays?
Yeast superoxide: 93; GLD-1 TGE inh: 1; Bcl-xL primary: 3; VLA-4 inh: 0; CIT2-GFP yeast: 86; GRK2 inh: 2; MEX-5 binding: 1.4; AGP1 TOR yeast: 88; MCL1 BIM primary: 10

How did CCOc1ccc(S(=O)(=O)N2CCCC(C(=O)NCCN3CCOCC3)C2)cc1Cl (stereo not given) do in these assays?
Yeast superoxide: 94; GLD-1 TGE inh: 7; Bcl-xL primary: 5; VLA-4 inh: 15; CIT2-GFP yeast: 99; GRK2 inh: 5; MEX-5 binding: 2.3; AGP1 TOR yeast: 98; MCL1 BIM primary: -2

How did COc1ccc(NC(=O)c2cc(C)nc3ccccc23)c(OC)c1 do in these assays?
Yeast superoxide: 98; GLD-1 TGE inh: 7; Bcl-xL primary: 1; VLA-4 inh: 12; CIT2-GFP yeast: 100; GRK2 inh: 0; MEX-5 binding: -0.2; AGP1 TOR yeast: 107; MCL1 BIM primary: 1

Results for COC(=O)c1ccccc1NC(=O)Cn1cnc2ccc(S(=O)(=O)N3CCC(C)CC3)cc2c1=O ?
Yeast superoxide: 106; GLD-1 TGE inh: 0; Bcl-xL primary: 0; VLA-4 inh: 9; CIT2-GFP yeast: 98; GRK2 inh: 1; MEX-5 binding: 1.5; AGP1 TOR yeast: 102; MCL1 BIM primary: -7

Results for COc1ccc(NC(=O)NNC(=O)C(C)Oc2ccc(C(C)C)cc2)c(OC)c1 (stereo not given) ?
Yeast superoxide: 100; GLD-1 TGE inh: 1; Bcl-xL primary: 1; VLA-4 inh: -1; CIT2-GFP yeast: 103; GRK2 inh: 1; MEX-5 binding: 0.1; AGP1 TOR yeast: 106; MCL1 BIM primary: 2

What do the screens show for `COc1ccc(-n2c(=S)[nH]c3ncccc3c2=O)cc1`?
Yeast superoxide: 110; GLD-1 TGE inh: 6; Bcl-xL primary: 9; VLA-4 inh: 0; CIT2-GFP yeast: 108; GRK2 inh: 2; MEX-5 binding: -0.3; AGP1 TOR yeast: 106; MCL1 BIM primary: 5

How did CCC1=C(OC(=O)N(CC)CC)N2C(=O)OC(=NCC3CC3)[C@]2(Cc2ccccc2)[C@H]2C1=CC[C@H]1C(=O)N(CC)C(=O)[C@H]12 do in these assays?
Yeast superoxide: 88; GLD-1 TGE inh: 6; Bcl-xL primary: 6; VLA-4 inh: 20; CIT2-GFP yeast: 91; GRK2 inh: 0; MEX-5 binding: -3.8; AGP1 TOR yeast: 85; MCL1 BIM primary: 0

How did Cc1ccc(-c2nn(-c3ccccc3)cc2CNCc2ccccc2)cc1 do in these assays?
Yeast superoxide: 99; GLD-1 TGE inh: 3; Bcl-xL primary: 3; VLA-4 inh: 24; CIT2-GFP yeast: 106; GRK2 inh: 0; MEX-5 binding: 3.5; AGP1 TOR yeast: 95; MCL1 BIM primary: 1

How did CC(=O)Nc1ccc(S(=O)(=O)/N=C2\SCCN2S(=O)(=O)c2ccc(NC(C)=O)cc2)cc1 do in these assays?
Yeast superoxide: 108; GLD-1 TGE inh: 1; Bcl-xL primary: -1; VLA-4 inh: 4; CIT2-GFP yeast: inconclusive; GRK2 inh: 0; MEX-5 binding: 1.7; AGP1 TOR yeast: 99[may fluoresce violet]; MCL1 BIM primary: 4

How did CCC1S/C(=N/N=C/c2ccco2)N(Cc2ccccc2C)C1=O (stereo not given) do in these assays?
Yeast superoxide: 103; GLD-1 TGE inh: 6; Bcl-xL primary: 2; VLA-4 inh: -7; CIT2-GFP yeast: 92; GRK2 inh: 1; MEX-5 binding: 0.7; AGP1 TOR yeast: 97; MCL1 BIM primary: 3

Results for CCN(CC)C(=O)c1nc[nH]c1C(=O)N1CCc2ccccc2C1 ?
Yeast superoxide: 87; GLD-1 TGE inh: -6; Bcl-xL primary: 1; VLA-4 inh: 4; CIT2-GFP yeast: 99; GRK2 inh: 1; AGP1 TOR yeast: 96; MCL1 BIM primary: -2

What do the screens show for `COC(=O)c1ccc(CN2[C@H](C(=O)OC)C[C@@]3(O)[C@@H](O)[C@@H](O)[C@@H](O)C[C@@H]23)cc1`?
Yeast superoxide: 110; GLD-1 TGE inh: -8; Bcl-xL primary: -1; VLA-4 inh: 9; CIT2-GFP yeast: 100; GRK2 inh: 1; MEX-5 binding: 1.9; AGP1 TOR yeast: 99; MCL1 BIM primary: -3

Results for CC(C)=CCCC(C)CN1CCC(n2nccc2NC(=O)c2ccc3c(c2)OCO3)CC1 (stereo not given) ?
Yeast superoxide: 104; GLD-1 TGE inh: 9; Bcl-xL primary: 6; VLA-4 inh: 13; CIT2-GFP yeast: 100; GRK2 inh: 0; MEX-5 binding: 0.9; AGP1 TOR yeast: 100; MCL1 BIM primary: 7

How did CCCCn1nnnc1SCC(=O)Nc1ccc(C)cc1 do in these assays?
Yeast superoxide: 98; GLD-1 TGE inh: 3; Bcl-xL primary: 3; VLA-4 inh: 15; CIT2-GFP yeast: 89; GRK2 inh: 1; MEX-5 binding: 2.1; AGP1 TOR yeast: 103; MCL1 BIM primary: 3

What do the screens show for `CC(=O)OC(/C(O)=C(\C#N)c1nc2ccccc2[nH]1)c1ccccc1` (stereo not given)?
Yeast superoxide: 104; GLD-1 TGE inh: 1; Bcl-xL primary: 5; VLA-4 inh: 35; CIT2-GFP yeast: 106; GRK2 inh: 0; MEX-5 binding: 0.4; AGP1 TOR yeast: 111; MCL1 BIM primary: 6

What do the screens show for `CC(=O)c1ccc(NC(=O)CSC(C)C)cc1`?
Yeast superoxide: 96; GLD-1 TGE inh: -1; Bcl-xL primary: 2; VLA-4 inh: -5; CIT2-GFP yeast: 95; GRK2 inh: 4; MEX-5 binding: -0.5; AGP1 TOR yeast: 102; MCL1 BIM primary: 4

Results for COc1ccc(/C=N/NC(=O)C(C)N(c2ccc(OC)cc2)S(C)(=O)=O)cc1 (stereo not given) ?
Yeast superoxide: 92; GLD-1 TGE inh: 3; Bcl-xL primary: 8; VLA-4 inh: 7; CIT2-GFP yeast: 109; GRK2 inh: 0; MEX-5 binding: 1.7; AGP1 TOR yeast: 109; MCL1 BIM primary: 10

What do the screens show for `CC(=O)NC1C(OCc2ccccc2)OC2COC(c3ccccc3)OC2C1OCC(=O)O` (stereo not given)?
Yeast superoxide: 111; GLD-1 TGE inh: -2; Bcl-xL primary: 7; VLA-4 inh: -1; CIT2-GFP yeast: 103; GRK2 inh: 3; MEX-5 binding: 1.3; AGP1 TOR yeast: 110; MCL1 BIM primary: 5

How did O=C(O)CC(NCc1ccco1)C(=O)OCCc1ccccc1 (stereo not given) do in these assays?
Yeast superoxide: 99; GLD-1 TGE inh: 3; Bcl-xL primary: 3; VLA-4 inh: 2; CIT2-GFP yeast: 102; GRK2 inh: 0; MEX-5 binding: 1.7; AGP1 TOR yeast: 109; MCL1 BIM primary: 2
